Screens deposited in PubChem BioAssay by NCI.
Growth percent in the NCI-60 one-dose screen (48 h, 10 µM unless noted): 100 = growth as untreated, 0 = no growth, -100 = all killed.
DU-145: DU-145 prostate cancer; hit rate 4.2% among 81,000; AID 1794760
SF-295: SF-295 CNS cancer cells. hit rate 5.6% among 79,000
SN12C: SN12C renal cancer cells | hit rate 3.8% among 81,000 | AID 1794767
PC-3: PC-3 prostate cancer cells | hit rate 3.9% among 80,000 | AID 1794754
786-0: 786-0 renal cancer cells. hit rate 5.1% among 81,000
U251: U251 CNS tumor cells | hit rate 5.4% among 80,000
SF-268: SF-268 CNS cancer cells. hit rate 3.1% among 82,000. AID 1794759
UO-31: UO-31 renal cancer. AID 1794768. hit rate 5.2% among 81,000
SF-539: SF-539 CNS cancer | hit rate 6.8% among 81,000 | AID 1794752
Active calls of the source: *; / = no result given; & = joins results of further samples; [ ] = remark or other dose. Rule for the calls: active = growth percent below 10; inactive = the rest. This is a random part of the collection, and some 9.4% of all compounds hit somewhere here.

item	Structure	SF-539	SF-295	PC-3	786-0	U251
1	O=C(NCc1ccccc1)C1CNCC(C(=O)NCc2ccccc2)C1 (stereo unspecified)	94.0	99.8	97.6	103.2	93.2
2	N#Cc1ccc2cc1OC/C=C\COc1cc([N+](=O)[O-])ccc1NS(=O)(=O)N2	106.7	96.8	94.0	101.8	96.2
3	COc1ccc(-c2nc3sc(-c4ccc(OC)cc4)c(-c4ccc(OC)cc4)n3c2/C=C/c2ccc(C(C)C)cc2)cc1	94.3	96.6	79.4	99.2	101.5
4	Nc1nc(=O)[nH]c2ccc(C(=O)c3ccc(Cl)cc3)cc12	103.6	98.5	102.7	101.1	97.7
5	COc1ccc(-c2c3c(cn2Cc2cccc(OC)c2)-c2oncc2CCC3)cc1	97.8	97.0	85.4	103.3	93.2
6	CN1CCN(C(=O)c2ccc(NC(=O)Nc3ccc(-c4nc(N5CCOCC5)c5cccn5n4)cc3)cc2)CC1	-40.1*	-43.6*	5.5*	-20.1*	3.9*
7	CCCC(C)NCCOC(=O)c1ccccc1 (stereo unspecified)	104.9&99.5	112.4&97.9	110.5&101.9	101.5&97.7	101.9&103.9
8	CN(C)c1ccc(/C=N/NC(=O)COc2cc(=O)n(C)c3ccccc23)cc1	100.3	101.6	101.2	105.5	103.8
9	Cc1c2ccccc2nc2ccccc12	87.8	99.1	98.0	97.0	90.4
10	COc1ccc2c(c1)CCC(c1nc3ccc(C)cc3[nH]c1=O)C2=O (stereo unspecified)	93.8	91.1	83.0	98.6	91.5

item	DU-145	SN12C	SF-268	UO-31
1	94.4	100.8	108.7	91.0
2	119.5	104.9	103.7	84.7
3	114.8	99.2	105.8	83.6
4	116.3	96.7	96.9	94.6
5	100.5	96.6	99.5	81.0
6	7.1*	5.3*	4.8*	-14.6*
7	139.4&103.2	86.9&101.9	135.7&103.5	97.5&74.7
8	110.3	99.5	105.0	71.7
9	100.1	101.5	97.0	93.0
10	103.6	92.5	99.8	/

The list continues.
item	Structure	SF-539	SF-295	PC-3	786-0	U251
11	O=C(N/N=C\c1ccc(F)cc1)C1CC1	111.7	106.0	93.0	104.7	100.5
12	C=CCSc1nnc(-c2ccc3nc(-c4ccc(Cl)cc4)[nH]c3c2)o1	105.1	98.4	104.1	91.8	110.7
13	COc1ccccc1-n1c(-c2ccccc2C)cn2c3c(=O)[nH]c(=O)n(C)c3nc12	101.0	98.7	78.8	61.0	100.8
14	C#CCOc1cc(N(CC)CC)ccc1C(C(=O)NC(C)(C)C)N(C(=O)C1CCc2cc(F)ccc2O1)c1ccc(F)c(Cl)c1 (stereo unspecified)	77.9	72.8	25.7	58.7	45.1
15	CCCCCOC(=O)c1cccc(NC(=O)CNCCCC)c1	99.0	95.0	64.6	73.6	101.7
16	CCOC(=O)c1cc(C(=O)OCC)c(C)nc1C	102.7	107.2	98.2	105.8	102.5
17	COC(=O)c1ccc[n+](CCc2ccccc2)c1	102.8	102.4	90.4	104.4	98.4
18	c1ccc(C2=Nn3c(nnc3-c3ccccc3)SC2)cc1	98.2	98.7	90.7	100.6	99.0
19	O=C(Nc1cccc2c1C(=O)c1cccc(NC(=O)c3ccc(C(=O)Nc4cccc5c4C(=O)c4cccc(NC(=O)c6ccccc6)c4C5=O)cc3)c1C2=O)c1ccccc1	104.4	108.2	87.7	108.7	100.9
20	COc1cc(OC)cc(N2C(=O)N(Cc3ccc(C(C)(C)C)cc3)c3ccccc3S2(=O)=O)c1	87.2	/	84.4	73.7	95.9

item	DU-145	SN12C	SF-268	UO-31
11	111.4	87.9	107.8	82.1
12	103.8	107.2	122.6	91.0
13	105.2	66.0	87.9	45.8
14	78.9	55.8	49.8	47.2
15	105.3	100.4	92.1	87.2
16	109.5	105.4	108.0	96.5
17	105.0	99.3	103.9	89.6
18	101.4	98.4	97.1	73.8
19	114.5	96.6	108.8	72.9
20	96.2	86.1	89.0	54.0

Remaining list, next part
item	Structure	SF-539	SF-295	PC-3	786-0	U251
21	N=C(N)c1ccc(-c2cc(Cl)cc(Cl)c2)cn1	89.6	98.2	80.0	95.3	97.3
22	CCOC(=O)c1ccc(S(C)(=O)=O)cc1	100.7	116.5	94.2	102.0	103.4
23	C=CCOC(=O)C1=C(C)NC2=C(C(=O)CCC2)C1c1ccccc1 (stereo unspecified)	100.9	98.1	96.1	103.2	97.0
24	NS(=O)(=O)c1cccc(Nc2nc(SCC(=O)c3ccc(Br)cc3)nc3c2CCCC3)c1	74.1	96.8	90.0	81.4	29.5
25	CS(=O)(=O)Nc1ccc(OCc2nnc(-c3ccc(Cl)cc3)o2)c(F)c1	85.1	94.1	91.0	89.4	99.0
26	O=C(O)c1cc2ccccc2[nH]1	99.0	106.0	92.4	105.1	102.4
27	C[C@H](OS(N)(=O)=O)[C@@H](O)c1c(Cl)cccc1Cl	99.2	94.2	96.8	101.5	108.9
28	O=c1c(N=Nc2nccs2)c(-c2ccccc2)[nH]n1-c1nc(-c2ccccc2)cs1	39.7	25.0	32.8	43.7	/
29	O=C(CCCCCCCC(=O)N1CCCC1)N1CCCC1	89.9	120.7	98.5	103.2	106.1
30	O=C1C(Br)=Cc2cccc3cccc1c23	104.0	119.2	99.0	83.7	100.0

item	DU-145	SN12C	SF-268	UO-31
21	99.5	91.6	84.9	70.2
22	103.8	107.0	94.5	85.0
23	112.4	103.2	91.3	76.1
24	66.5	87.1	60.7	102.6
25	101.4	88.1	98.9	74.1
26	104.4	94.3	101.5	74.6
27	110.9	97.0	106.6	83.1
28	43.8	35.0	32.3	36.4
29	116.9	98.0	109.5	89.7
30	118.4	95.2	115.3	86.5

Quoted at random: 3 compounds from above.
item	Structure	SF-539	SF-295	PC-3	786-0	U251
28	O=c1c(N=Nc2nccs2)c(-c2ccccc2)[nH]n1-c1nc(-c2ccccc2)cs1	39.7	25.0	32.8	43.7	/
1	O=C(NCc1ccccc1)C1CNCC(C(=O)NCc2ccccc2)C1 (stereo unspecified)	94.0	99.8	97.6	103.2	93.2
11	O=C(N/N=C\c1ccc(F)cc1)C1CC1	111.7	106.0	93.0	104.7	100.5

item	DU-145	SN12C	SF-268	UO-31
28	43.8	35.0	32.3	36.4
1	94.4	100.8	108.7	91.0
11	111.4	87.9	107.8	82.1

The listing continues.
item	Structure	SF-539	SF-295	PC-3	786-0	U251
31	CCCCNC(=O)Nc1ccc(S(=O)(=O)c2ccccc2)cc1	104.9	88.3	94.5	89.8	90.2
32	Cc1ccc(-c2nc3nc(-c4ccccc4)nc(N(C)CC(O)C(O)C(O)C(O)CO)c3o2)cc1 (stereo unspecified)	91.0	105.3	96.0	104.4	94.6
33	c1ccc(-c2n[nH]c3c2[C@H](c2ccccc2)N(c2ccccc2)OC3)cc1	92.9	101.1	83.1	92.7	91.9
34	Cc1ccc(NC(=O)N[C@@H](Cc2cc(F)cc(F)c2)C(=O)NC2C(=O)N3CCC[C@H]3C(=O)N3CCCC[C@H]3C(=O)N[C@@H](C)C(=O)N3C[C@H](C)C[C@H]3C(=O)O[C@H]2C)c(F)c1 (stereo partly specified)	39.2	9.6*	15.0	40.7	28.3
35	Clc1ccc(C(Cl)(c2ccc(Cl)cc2)C(Cl)(Cl)Cl)cc1	/	104.1	80.4	95.7	92.4
36	O=[N+]([O-])c1ccc(Nc2ccc(O)cc2)c([N+](=O)[O-])c1	94.0&101.7	108.5&98.9	84.2&93.5	102.2&101.4	90.3&92.6
37	O=C(Cn1c(-c2ccccc2)nc2cc(Cl)c(Cl)cc21)N=Nc1c(O)[nH]c2ccccc12	83.3	96.5	84.0	103.1	98.8
38	CCOC(=O)CC1(C)NC(C(=O)O)C(C)(C)S1 (stereo unspecified)	98.2	100.0	99.6	104.2	98.4
39	Brc1ccc(-c2cnc3nonc3n2)cc1	94.8	91.4	57.1	84.2	92.5
40	CCOC(=O)c1cn2c3c(cccc3c1=O)C(=O)/C(=C/c1cccc(Cl)c1Cl)C2	101.0	95.8	90.8	90.6	94.6

item	DU-145	SN12C	SF-268	UO-31
31	102.0	96.9	97.9	85.0
32	99.3	94.5	96.5	63.1
33	90.4	88.4	86.7	65.0
34	25.7	23.5	34.9	30.2
35	109.7	92.1	92.8	87.0
36	107.4&111.4	100.2&99.4	89.9&90.6	67.5&88.2
37	44.5	82.0	74.0	85.8
38	112.4	106.6	106.5	93.0
39	87.7	96.1	87.1	63.6
40	106.5	94.2	87.9	61.7

Other entries
item	Structure	SF-539	SF-295	PC-3	786-0	U251
41	COC(=O)c1c(C(=O)OC)c2n(CC(=O)Nc3cccc4cccnc34)c3ccccc3n2c1C(=O)c1ccc(Br)cc1	99.2	96.8	76.7	110.3	100.4
42	COc1ccc(-c2nn(-c3cccc(Cl)c3)cc2-c2cc(-c3ccc(Br)cc3)no2)cc1	104.7	105.3	87.7	96.6	89.3
43	CCOC(=O)C(Cl)(C(=O)OCC)C(=O)OCC	94.7	/	93.5	116.0	105.2
44	O=C(/C=C/c1cn(-c2ccccc2)nc1-c1ccccc1)OCc1cn(-c2ccc([N+](=O)[O-])cc2)nn1	77.3	66.8	57.6	55.8	50.6
45	Cc1ccc(S(=O)(=O)N/N=C2/C(=O)C3CCC2C3)cc1 (stereo unspecified)	102.5	98.0	105.1	103.3	103.0
46	CC1(C)C(C(N)=O)C(=O)NC(=O)C1C(N)=O (stereo unspecified)	104.4	98.3	92.3	103.9	97.1
47	Cc1nc(-c2ccc(F)cc2)ccc1NC(=O)Nc1ccc2c(c1)OCO2	99.3	102.5	91.7	102.2	96.5
48	O=C(c1cc2ccccc2cc1O)N1CCCCC1	104.6	103.0	84.9	104.2	91.0
49	O=C(Nc1ccccc1)Oc1ccc(Br)cc1Br	91.4	97.0	98.5	96.4	102.3
50	Clc1nc(Cl)c2c(ncn2C/C=C\Cn2cnc3c(Cl)nc(Cl)nc32)n1	-71.6*	-10.7*	-96.2*	-4.5*	-93.6*

item	DU-145	SN12C	SF-268	UO-31
41	92.3	100.4	100.3	86.8
42	113.0	93.9	112.3	82.0
43	106.3	107.6	99.6	84.3
44	78.7	83.7	81.6	82.5
45	112.7	98.7	106.5	93.1
46	120.7	108.5	111.8	98.7
47	109.0	100.1	103.8	104.3
48	105.5	91.0	92.2	72.6
49	107.4	97.0	94.7	82.0
50	/	-5.2*	6.4*	/

(list continues)
item	Structure	SF-539	SF-295	PC-3	786-0	U251
51	CC(=O)[C@H]1CC[C@H]2[C@@H]3CCC4=CC(=O)C=C[C@]4(C)[C@H]3C(=O)C[C@]12C	86.6	100.2	101.1	107.1	91.3
52	CCC(=O)c1ccc(O)cc1O	91.0	102.7	66.5	88.5	93.9
53	CCCCC(CC)OC(=O)Cc1ccccc1 (stereo unspecified)	102.2	100.4	98.5	103.0	107.0
54	Fc1ccc(Nc2nc(NCCNc3ccnc4cc(Cl)ccc34)nc(N3CCOCC3)n2)cc1	69.3	/	38.2	53.6	39.0
55	N#Cc1ccccc1NC(=O)Nc1ccc(Cl)cc1Cl	87.1[100 µM]	91.5[100 µM]	82.1[100 µM]	87.3[100 µM]	93.3[100 µM]
56	O=C1NC(=S)NC(=O)C1Cn1c(-c2ccccc2)nc2ccccc21	107.9	102.8	101.4	101.7	99.3
57	COc1ccc2[nH]c(O)c(/C=c3/cc4c(c(-c5ccc(F)c(OC)c5)n3)=Nc3ccccc3-4)c2c1	64.3	104.1	68.7	-59.0*	-70.1*
58	Cn1cc(NC(=O)c2cc(NC(=O)c3cc(NC=O)cn3C)cn2C)cc1C(=O)NCCC(=N)N	106.8	113.4	101.4	104.6	107.9
59	CCOC(=O)/C(=C/c1cccc(OC)c1)N(CC)CC	113.6	111.8	95.3	105.5	97.7
60	CC(=O)OCC1OC(n2cc(COc3ccc4ccc(=O)oc4c3)nn2)C(OC(C)=O)C(OC(C)=O)C1OC1OCC(OC(C)=O)C(OC(C)=O)C1OC(C)=O (stereo unspecified)	101.4	113.1	91.3	106.7	103.5

item	DU-145	SN12C	SF-268	UO-31
51	105.6	105.4	99.5	85.9
52	106.8	95.5	101.2	92.8
53	101.7	102.9	101.9	89.5
54	75.0	63.8	66.6	45.2
55	101.8[100 µM]	89.7[100 µM]	83.2[100 µM]	73.6[100 µM]
56	108.7	104.5	97.1	94.4
57	30.3	88.6	30.3	74.7
58	153.2	97.7	99.0	93.8
59	109.3	95.8	97.6	94.8
60	105.6	97.7	101.4	71.0

(more compounds)
item	Structure	SF-539	SF-295	PC-3	786-0	U251
61	COc1ccc(NC(=O)N2CCN(C(=O)Nc3ccc(OC)cc3)CC2)cc1	98.2	111.8	/	100.1	101.7
62	CC(C)=CCC/C(C)=C/CC/C(C)=C/CC[C@]1(C)CCc2cc(OC(=O)NS(=O)(=O)c3ccc(C)cc3)c(C)c(C)c2O1	103.7	107.6	89.3	89.4	107.6
63	Nc1nc(-c2c(Cl)cccc2Cl)cc(-c2cc3cc(Br)ccc3oc2=O)n1	107.9	/	/	94.4	98.8
64	Cc1cccc(NC(=O)Nc2ccc3[nH]c(=O)c(=O)[nH]c3c2)c1	99.5	94.1	93.7	105.8	97.2
65	CC(=O)Cc1cc(-c2cc(CC(C)=O)[nH]n2)n[nH]1	98.0	94.7	96.7	102.9	97.7
66	Nc1ccc(S(=O)(=O)c2ccc(NCNc3ccc(S(=O)(=O)c4ccc(N)cc4)cc3)cc2)cc1	97.3	98.5	67.1	95.7	90.4
67	C=CCn1c(C)nc2ccc(Nc3nc(Cl)nc4nc[nH]c34)cc21	86.0	89.9	72.3	90.8	82.8
68	CCN(CC)C(=O)CCBr	95.1	97.4	95.6	104.1	/

item	DU-145	SN12C	SF-268	UO-31
61	108.2	101.7	98.5	80.1
62	98.2	89.7	98.4	81.4
63	117.1	87.3	89.0	74.3
64	112.7	89.8	116.1	79.5
65	106.9	94.2	98.5	/
66	110.1	90.7	99.4	88.1
67	111.6	89.9	101.9	78.2
68	108.8	100.2	104.7	90.4
